Tn7 DDE FP: inhibitors of Tn7 peptide binding to fibrin DD(E), primary screen, biochemical, fluorescence polarization, human fibrin, Tn7 probe; Fibrinogen beta chain (Homo sapiens), P02675; FP displacement of FITC-Tn7 peptide from fibrin DD(E); 0% = median of compound wells per plate; inhibition, % at 8.3 µM; hit rate 0.13% among 370,000;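 active = inhibition above the mean of compounds falling within the control limits plus 3 SD of them, cut at about 14% in these data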;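 also: 0% = plate median of compound wells and 100% = 10 µM Aha-Tn7 peptide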
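Assay system: Fibrin-DD(E) protein isolated from polymerized human fibrin clots; read-out basis: percent inhibition; medium: Tris/NaCl/CaCl2 buffer, pH 7.8; signal: FP measurement; incubation: 10 min plus 3 h, room temperature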
Rev-erbA mod: modulators of Rev-erb alpha DNA binding, primary screen, biochemical, FITC-DNA, fluorescence polarization, uHTS | Nuclear receptor subfamily 1 group D member 1 (Homo sapiens), P20393 | activity, % at 10 µM | Rev-erbα–FITC-DNA binding, 90 min | hit rate 0.79% among 370,000;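 active = activity above about 14%, limit read from the data; passing the limit was not always enough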;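 also: 0% = DMSO wells with 35 nM protein and 100% = DMSO wells with 750 nM protein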
PLC-gamma1 inh: PLC-gamma1 enzyme inhibitors, primary screen, biochemical, fluorescence, purified enzyme; fluorogenic substrate; inhibition, % at 12.2 µM; hit rate 0.84% among 370,000; in the data active = inhibition above about 9.5%
ARFGAP1 inhibitor: inhibitors of rat ARFGAP1 GAP activity, primary screen, biochemical, fluorescence polarization, GDP tracer | hit rate 0.26% among 360,000 | Arfgap1-stimulated ARF1 GTP hydrolysis, GDP FP detection | ADP-ribosylation factor GTPase-activating protein 1 (Rattus norvegicus), Q62848 | inhibition, % at 16.5 µM;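 active = inhibition above a per-plate limit, mean inhibition of low control wells plus 3 SD, cut at about 25% in these data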;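 also: 0% = DMSO wells with enzyme and 100% = wells lacking Arfgap1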
Target sequence (Q62848 1-136 limits assumed): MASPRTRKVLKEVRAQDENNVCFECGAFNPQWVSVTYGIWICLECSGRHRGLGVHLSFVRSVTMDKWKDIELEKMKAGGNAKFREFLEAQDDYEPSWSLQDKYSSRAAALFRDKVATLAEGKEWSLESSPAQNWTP
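Material: truncated rat Arfgap1 GAP domain; Incubation: compound-enzyme preincubation 20 min, reaction 120 min, detection 60 min, 25 °C; Read-out: percent inhibition of Arfgap1-stimulated GTP hydrolysis; Technique: FP, GDP Alexa 633 tracer displaced from anti-GDP antibody, 620/688 nm; Controls: No-Arfgap1 wells (100%) versus DMSO full-reaction wells (0%); Replication: single well per compound.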
UHRF1 binding: UHRF1 methylated DNA binding inhibitors, primary screen, counter-screen for MBD2 inhibitor project, biochemical, TR-FRET, human UHRF1, single concentration; UHRF1 binding to methylated oligo; hit rate 0.75% among 370,000; inhibition, % at 4.4 µM; in the data active = inhibition above about 21%;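 also: UHRF1 SRA domain binding a hemimethylated CpG hairpin DNA probe; 0% = median of test compound wells and 100% = reference inhibitor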
PLCb3 inh: human PLC-beta3 inhibitors, primary screen, biochemical, fluorescence | inhibition, % at 12.2 µM | AID 720704, 2013 | 1-phosphatidylinositol 4,5-bisphosphate phosphodiesterase beta-3 (Homo sapiens), Q01970 | hit rate 0.18% among 370,000 | Purified PLC-beta3, fluorogenic substrate; in the data active = inhibition above about 11%;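 also: 0% = median of compound wells on plate and 100% = full blocker control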
proKLK7 act: proKLK7 zymogen activators, primary screen, biochemical, fluorescence intensity | AID 652039, 2013 | Kallikrein-7 (Homo sapiens), P49862 | purified proKLK7, EDANS-DABCYL substrate fluorescence; 100% is mature enzyme control, 0% vehicle | hit rate 0.9% among 370,000 | activation, % at 7 µM;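 active = activation above the mean of all tested compounds plus 3 SD, computed per campaign excluding outliers beyond control limits, cut at about 13% in these data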
sPLA2-III inh: human group III sPLA2 inhibitors, primary screen, biochemical, QFRET, BODIPY PC-A2 liposome substrate; hit rate 0.56% among 370,000; QFRET BODIPY PC-A2 liposome hydrolysis, fluorescence; AID 743126, 2013; inhibition, % at 12.2 µM; Group 3 secretory phospholipase A2 (Homo sapiens), Q9NZ20;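 active = inhibition above mean plus 3 SD of compounds lying within the high and low control bounds, cut at about 19% in these data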;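 also: 0% = median of test compound wells and 100% = no enzyme DMSO wells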
Target sequence (Q9NZ20 whole entry, looked up): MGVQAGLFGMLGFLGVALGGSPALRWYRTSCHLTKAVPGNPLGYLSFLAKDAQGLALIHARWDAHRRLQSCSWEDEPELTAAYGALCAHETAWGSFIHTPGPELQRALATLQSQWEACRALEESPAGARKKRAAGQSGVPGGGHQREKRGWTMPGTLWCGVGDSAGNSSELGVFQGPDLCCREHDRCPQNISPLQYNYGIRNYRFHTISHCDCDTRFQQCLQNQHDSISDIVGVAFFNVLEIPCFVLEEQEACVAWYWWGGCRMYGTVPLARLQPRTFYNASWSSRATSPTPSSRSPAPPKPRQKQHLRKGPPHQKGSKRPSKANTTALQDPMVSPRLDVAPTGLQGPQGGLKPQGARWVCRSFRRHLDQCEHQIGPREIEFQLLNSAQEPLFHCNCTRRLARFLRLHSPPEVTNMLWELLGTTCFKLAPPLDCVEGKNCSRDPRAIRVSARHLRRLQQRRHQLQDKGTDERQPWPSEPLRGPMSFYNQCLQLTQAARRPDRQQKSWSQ
ASAP1 inh: inhibitors of human ASAP1 ArfGAP activity, primary screen, biochemical, fluorescence polarization. Arf-GAP with SH3 domain, ANK repeat and PH domain-containing protein 1 (Homo sapiens), …. ASAP1-stimulated ARF1 GTP hydrolysis, GDP FP detection. inhibition, % at 16.5 µM. hit rate 0.19% among 360,000; in the data active = inhibition above about 25%;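 also: 0% = vehicle with enzyme and substrate and 100% = no enzyme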
Target sequence (Q9ULH1 325-724 limits assumed): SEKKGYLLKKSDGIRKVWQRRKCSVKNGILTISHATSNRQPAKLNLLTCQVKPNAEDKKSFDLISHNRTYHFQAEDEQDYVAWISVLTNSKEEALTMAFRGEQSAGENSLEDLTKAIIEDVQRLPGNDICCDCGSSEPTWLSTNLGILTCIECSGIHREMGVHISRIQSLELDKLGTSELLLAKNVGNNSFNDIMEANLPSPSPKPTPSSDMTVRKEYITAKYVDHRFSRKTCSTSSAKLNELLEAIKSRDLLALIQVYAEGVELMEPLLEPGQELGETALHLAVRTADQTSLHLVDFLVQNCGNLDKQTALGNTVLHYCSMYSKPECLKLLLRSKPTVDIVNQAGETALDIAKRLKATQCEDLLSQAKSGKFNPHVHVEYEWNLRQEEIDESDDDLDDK
DDE Tn6 FP inh: inhibitors of Tn6 peptide binding to fibrin DD(E), primary screen, biochemical, fluorescence polarization, human fibrin, Tn6 probe. Fibrinogen beta chain (Homo sapiens), P02675. Fibrin DD(E) TRITC-Tn6 fluorescence polarization displacement. inhibition, % at 8.3 µM. hit rate 0.21% among 370,000. AID 720509, 2013;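 active = inhibition above a per-campaign cutoff: mean of compounds within control limits plus 3 SD, cut at about 15% in these data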;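 also: 0% = median of all compound wells on the plate and 100% = blocking peptide control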
Numbers without * were called inactive; i = inactive; . = not tested or not shown.

Sequence of screens: ASAP1 inh, proKLK7 act, DDE Tn6 FP inh, ARFGAP1 inhibitor, sPLA2-III inh, UHRF1 binding, Tn7 DDE FP, PLCb3 inh, PLC-gamma1 inh, Rev-erbA mod
1	COc1ccc(CC(=O)NCC2(c3ccc(OC)c(OC)c3)CCOCC2)cc1
  3.8, -0.1, 4.5, 2.6, 2.3, 3.1, 5.5, 1.8, -2.9, 2.4
2	COc1ccc(-c2cc(C(=O)NNC(=S)NC(=O)c3c(-c4ccccc4)noc3C)[nH]n2)cc1
  2.2, -0.1, 1.6, 1.8, 23.8*, 21.5*, 3.6, -1.8, -0.3, -14.5
3	COc1ccc(C(NC(=O)C2CCN(CCOc3ccc(Cl)cc3Cl)CC2)c2cccs2)cc1 (centres undefined)
  13.2, -0.5, 5.6, 0.6, -9.4, -0.2, 3.1, -1.7, 0.6, 0.1
4	CC1CCCN(Cc2nc(Cc3ccccc3Cl)no2)C1 (centres undefined)
  -1.8, -0.2, -1.4, 5.7, 18.7, 3.8, 5.4, -5.4, 3.0, 1.6
5	CO[C@@H]1[C@@H](OC(N)=O)[C@@H](O)C(Oc2ccc3c(O)c(NC(=O)c4ccc(O)c(CC=C(C)C)c4)c(=O)oc3c2C)OC1(C)C (some centres undefined)
  -13.8, 1.4, -3.9, 0.7, -20.0, -2.3, -6.4, -13.7, -12.4, -8.1
6	CCC(Sc1nc(N)cc(=O)[nH]1)C(=O)Nc1cc(C)on1 (centres undefined)
  1.5, -0.6, -5.4, -3.4, -4.0, 0.0, 2.0, 0.9, -0.4, -4.4
7	COC(=O)c1c(-c2ccc(OC)cc2)sc2ccc(OC)cc12
  3.3, -2.3, 8.4, 9.7, -4.6, 7.8, -9.0, -36.3, -19.1, 1.8
8	Cc1cc(NCc2ccco2)nc2cc(O)ccc12
  1.4, 19.1*, 1.1, 4.4, -3.4, -0.9, 3.0, i, i, -0.9
9	O=[N+]([O-])c1ccc(N=Cc2sc3ccccc3c2O)cc1
  10.8, -0.5, -6.4, -2.6, 0.0, -4.7, -3.6, -14.2, -12.7, 6.6
10	COc1ccccc1OCCOC(=O)Nc1ccccc1
  -10.6, 0.0, 8.8, -9.7, -3.6, 0.1, 10.2, 1.5, 0.2, -1.0
11	CC(Oc1ccc(F)cc1F)C(=O)/C=C/N(C)C (centres undefined)
  -6.7, 0.6, 8.7, -2.6, -14.2, 0.5, 0.6, -1.8, -4.7, -5.4
12	N=C1SCC(=O)N1c1ncc(Cc2ccccc2Cl)s1
  7.8, 0.8, 3.3, -6.8, -12.0, -0.3, -3.1, -127.5, -2.3, -2.0
13	CCCn1cnnc1CNC(=O)[C@@H](Cc1ccccc1)NC(=O)[C@H]1O[C@@H](n2ccc(=O)[nH]c2=O)[C@H](O)[C@@H]1O
  8.3, 0.3, 5.3, 5.7, -1.0, -1.8, -5.7, 1.6, 5.9, 2.1
14	CCOC(=O)c1nc(C)[nH]c1C(=O)OCC
  -9.8, -0.1, -2.0, -11.0, 6.5, 5.2, 2.0, 0.7, 3.2, 3.1
15	COc1ccc(Br)cc1C(=O)NC(=S)Nc1ccc(Cl)c(C(=O)O)c1
  8.3, -0.3, -1.0, -4.7, -3.7, 1.0, 2.2, -3.8, -0.1, -4.4
16	CCCCN(C)C(=O)c1sc(=O)n(Cc2c(C)noc2C)c1C
  -7.3, 0.2, 3.1, 3.2, 7.9, -1.0, 3.6, -2.1, 3.0, -5.5
17	Cc1ccc(NC(=O)CCC(=O)N/N=C/c2coc3ccc(F)cc3c2=O)cc1
  -7.0, 0.1, 5.4, -5.2, -7.8, -5.2, 5.4, -4.4, 1.9, -19.4
18	CCCn1cnnc1CNC(=O)[C@H]1O[C@@H](n2ccc(=O)[nH]c2=O)[C@H](O)[C@@H]1O
  -4.9, 0.2, 1.9, 3.7, 5.0, -2.0, -4.5, 3.4, -0.3, -6.7
19	CN(CC(=O)Nc1ccccc1Br)CC(=O)NC(c1ccccc1)c1ccccc1
  1.1, 0.9, 3.2, 2.5, -18.4, 3.1, -10.7, -1.6, 1.6, -7.5
20	O=C(CN1C2=NCCCN2c2ccccc21)c1ccc(Cl)cc1Cl
  3.9, -0.1, 5.1, 4.3, -24.2, 3.2, 5.0, 4.9, 1.7, 4.3

Pulled one by one from the entries so far, two records:
Sequence of screens: ASAP1 inh, proKLK7 act, DDE Tn6 FP inh, ARFGAP1 inhibitor, sPLA2-III inh, UHRF1 binding, Tn7 DDE FP, PLCb3 inh, PLC-gamma1 inh, Rev-erbA mod
20	O=C(CN1C2=NCCCN2c2ccccc21)c1ccc(Cl)cc1Cl
  3.9, -0.1, 5.1, 4.3, -24.2, 3.2, 5.0, 4.9, 1.7, 4.3
9	O=[N+]([O-])c1ccc(N=Cc2sc3ccccc3c2O)cc1
  10.8, -0.5, -6.4, -2.6, 0.0, -4.7, -3.6, -14.2, -12.7, 6.6

(list continues)
Sequence of screens: ASAP1 inh, proKLK7 act, DDE Tn6 FP inh, ARFGAP1 inhibitor, sPLA2-III inh, UHRF1 binding, Tn7 DDE FP, PLCb3 inh, PLC-gamma1 inh, Rev-erbA mod
21	COc1cccc2c(=O)n(CC(=O)N3CCCc4ccccc43)ccc12
  -4.4, -0.2, -0.1, -3.7, -3.7, -0.7, -1.7, 3.6, 0.4, -2.8
22	O=C1NCCN/C1=C\C(=O)c1ccc(Br)cc1
  -3.9, -0.5, -0.6, 9.6, -2.8, -0.5, -1.3, -3.8, 5.7, 2.9
23	CSc1nn(-c2ccc(C(=O)OC(C(=O)NC(N)=O)C(C)C)cc2)c(=S)s1 (centres undefined)
  -7.0, 0.1, -1.4, 2.9, -0.6, -1.1, 2.5, -0.4, -0.5, -3.2
24	COCCNC(=O)C(c1ccc(C)cc1)N(C(=O)C(=O)NC1CCCC1)c1ccc2c(c1)OCCO2 (centres undefined)
  -8.2, -0.2, -0.9, 7.8, 8.9, 2.3, 1.6, -4.0, -5.5, 4.2
25	COc1cc2c(c(OC)c1)[C@H](/C=C/c1ccccc1)[C@@H]([C@H](O)CO)OC2
  ., 0.3, -1.3, ., -2.6, 0.3, -0.8, -1.0, -1.0, -1.6
26	CCc1nnc(NC(=O)c2ccco2)s1
  -4.3, -0.5, 2.2, 1.3, 1.5, 1.5, 1.7, 7.5, 0.8, -1.5
27	CCOCc1cc(CN2CCCC(CNC(=O)c3ccco3)C2)ccc1OC (centres undefined)
  4.5, 0.0, 1.3, -4.7, -4.4, -0.8, -1.2, 2.3, 3.9, 4.2
28	Cc1ccc(Nc2nc(-c3ccc(O)c(O)c3)cs2)nc1
  9.4, -0.2, -0.5, 20.6, 8.3, -0.5, -7.0, -55.2, -46.3, 3.0
29	Cc1ccc(S(=O)(=O)NC(C)(C)CSc2nnc(N)s2)cc1
  -10.2, -0.5, -3.4, -6.0, -5.6, 0.3, 1.8, 2.4, 0.1, -4.7
30	Cn1c(SCC(N)=O)nnc1-c1ccc(C(C)(C)C)cc1
  -6.0, 0.0, -2.2, 5.2, -6.2, -1.8, 1.5, -4.1, 0.4, 2.2
31	N#C/C(=C\c1cccnc1)C(=O)NC1CCCCC1
  6.9, -0.2, -2.8, 14.5, 14.4, -0.4, 1.6, -2.9, 0.2, -0.4
32	Cc1c(NC(=O)c2cccs2)c(=O)n(-c2ccccc2)n1C
  7.5, 0.2, -2.8, 5.8, 2.6, -1.6, 8.6, -7.4, -1.3, -2.0
33	COc1ccccc1S(=O)(=O)N1CCC(C(=O)O)(c2ccccc2)CC1
  -4.5, -0.9, -1.3, 3.8, 3.5, 3.5, -9.2, -3.3, 2.7, 0.4
34	Cc1ccc(C(=O)Nc2cccc(C(F)(F)F)c2)cc1NC(=O)c1[nH]cnc1C(N)=O
  -3.1, -0.2, -10.0, 12.0, -0.1, -3.1, 0.9, 0.6, 2.7, -0.7
35	O=C1C=C(O)CC(c2ccc(Cl)cc2)C1 (centres undefined)
  -2.7, 0.0, -5.1, -11.7, 1.2, 1.1, -5.9, -1.3, -0.5, 3.6
36	CCOC(=O)C1(CCc2ccccc2)CCN(C(=O)C2CCOCC2)CC1
  1.3, -0.1, 1.3, -5.0, 3.5, 1.8, -3.8, -1.9, 1.0, 4.3
37	CCN(CC)C(=O)c1cccc(-c2csc(C(O)c3ccccc3)n2)c1 (centres undefined)
  -12.1, 0.0, -1.1, -4.1, -2.8, 22.0*, 2.0, -3.5, -1.3, -1.7
38	COc1cc(O)c(CCO)c2c1C(=O)C[C@@H](C)O2
  16.8, 2.2, 0.8, 5.8, 1.0, 2.9, -2.7, -33.1, -27.7, -6.8
39	Cc1cccc2cc(C#N)c(SCC#N)nc12
  -6.9, 1.8, 7.1, -7.0, -10.8, -5.8, 8.2, -132.6, -131.5, 63.2*
40	COCCn1c(SCc2ccc(F)cc2)nc2ccccc2c1=O
  -1.2, 0.8, -4.9, 2.1, 3.9, 1.9, -3.2, -8.1, 1.6, 3.3
41	CC(C)NC(=O)N(C)C[C@H]1Oc2c(NS(=O)(=O)c3cn(C)cn3)cccc2C(=O)N([C@H](C)CO)C[C@@H]1C
  -6.0, 0.0, 0.6, 0.2, 6.2, -4.3, 0.3, 0.3, -0.3, -3.2

Three entries out of the list, sorted by number of heavy atoms, lowest first.
Sequence of screens: ASAP1 inh, proKLK7 act, DDE Tn6 FP inh, ARFGAP1 inhibitor, sPLA2-III inh, UHRF1 binding, Tn7 DDE FP, PLCb3 inh, PLC-gamma1 inh, Rev-erbA mod
39	Cc1cccc2cc(C#N)c(SCC#N)nc12
  -6.9, 1.8, 7.1, -7.0, -10.8, -5.8, 8.2, -132.6, -131.5, 63.2*
32	Cc1c(NC(=O)c2cccs2)c(=O)n(-c2ccccc2)n1C
  7.5, 0.2, -2.8, 5.8, 2.6, -1.6, 8.6, -7.4, -1.3, -2.0
24	COCCNC(=O)C(c1ccc(C)cc1)N(C(=O)C(=O)NC1CCCC1)c1ccc2c(c1)OCCO2 (centres undefined)
  -8.2, -0.2, -0.9, 7.8, 8.9, 2.3, 1.6, -4.0, -5.5, 4.2
